P. falciparum M17LAP = P. falciparum M17LAP inhibitors, primary screen, biochemical, fluorogenic H-Leu-NHMec substrate, 1536-well (AID 1619); 220,000 tested, 0.38% active; inhibition, % at 30 µM, or IC50 in µM where a hit was titrated; recombinant M17LAP, H-Leu-NHMec fluorogenic kinetic assay; higher % means a stronger effect;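 active = compound inhibiting the enzyme by more than half at any dose during confirmatory dose-response retesting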;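 note: plate controls were full reaction with DMSO carrier for no effect and no enzyme background for full effect; strong numbers were not always called active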
HEK293 NOD2/NF-kB = NOD2 signaling inhibitors, cell-based, luminescence, uHTS, HEK293 (AID 1566) | inhibition, % at 4 µM, or EC50 in µM where a hit was titrated | HEK293 NOD2/NF-kB luciferase reporter, luminescence; higher % means a stronger effect | 290,000 tested, 0.63% active; in the data active = inhibition above about 50%; note: many of its hits are not listed in these tables
Autophagy HCS = autophagy modulators in MEF cells, primary screen, imaging, high-content, MEF GFP-LC3 | MEF GFP-LC3 puncta imaging; test concentration mostly 10 µM | calls only at 10 µM (by protocol) | 190,000 tested, 0.98% active;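 active = percentage of spot-positive cells more than 3 SD above its plate mean, without a fluorescence outlier flag or 80% toxicity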;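 note: spot-positive cell cutoff set from DMSO-treated cells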
NOD1 NF-kB reporter = NOD1 signaling inhibitors, primary screen, cell-based, luminescence, uHTS (AID 1578); one-dose inhibition, % at 4 µM; EC50 in µM for titrated hits; 290,000 tested, 1% active; NOD1-driven NF-kB luciferase reporter cells, luminescence; higher % means a stronger effect; in the data active = inhibition mostly above about 36%, no sharp cut-off; inactive = mostly below about 34%;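 note: HEK-293T reporter cells stimulated with the NOD1 agonist gamma-tri-DAP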
Yfh1-depleted yeast = enhancers of respiration in Yfh1-depleted yeast, dose response, Friedreich's ataxia, plus single-dose screen (AID 1465); S. cerevisiae Yfh1-off respiration, WST-1 reduction, 72 h; higher fold induction means a stronger effect; fold induction at 50 µM, or EC50 in µM where a hit was titrated; 220,000 tested, 0.074% active;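 active = fold induction of absorbance versus untreated yeast above a set limit, then at least 30% activation at any dose in follow-up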;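 note: activators that raise dye reduction in frataxin-depleted yeast; strong numbers were not always called active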
MT stabilizer = microtubule stabilizers in HeLa cells, primary screen, imaging, high-content imaging | AID 2205, 2009 | 200,000 tested, 0.83% active | HeLa tubulin immunostaining HCS, 24 h; share of cells brighter than vehicle mean+2SD | % tubulin-high responders, % at 10 µM;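 active = plate Z-score above 3 for both tubulin-high and condensed-nucleus cell shares, with cell loss under 80%, at 10 µM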;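 note: anti alpha tubulin signal scored within the nucleus-defined area of each cell; some results filed as inactive read as strong as hits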
Dynein transport = inhibitors of GR-EGFP nuclear translocation, primary screen, dynein cargo transport inhibitor project, imaging, high-content, 3617.4 mouse cells | test concentration mostly 20 µM; stimulated with dexamethasone, 1 µM; stronger effect = lower value | z-score, hits read low | 220,000 tested, 0.47% active;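 active = plate z-score of nuclear minus cytoplasmic receptor signal below a set negative limit, without overly bright fluorescence or cell loss, cut at about -3.5 in these data, passing the limit was not always enough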;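 note: z-score of nuclear minus cytoplasmic ring GR-EGFP intensity difference per well; some compounds called inactive have numbers as strong as hits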
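medium = tetracycline-free induction medium containing charcoal-stripped FBS | probe or stimulus = dexamethasone, 1.0 µM final | timing = 48 h induction, then 1 h compound, then 30 min agonist, 37 °C | detection = automated 10x imaging of fixed Hoechst-stained cells | read-out basis = nuclear versus cytoplasmic GR-EGFP signal, averaged per well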
b-catenin transl = modulators of beta-catenin nuclear translocation, primary screen, imaging, HeLa cells, immunofluorescence, high-content. 190,000 tested, 0.3% active. nuclear translocation activity, % at 5 µM;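 active = nuclear translocation activity above 50% at 5 µM, with a well cell count of 50 or more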;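 note: per-cell ratio of nuclear to cytoplasmic median beta-catenin stain intensity; plate controls were DMSO negative control for no effect and GSK-3 inhibitor IX positive control for full effect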
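Read-out: Nuclear/cytoplasmic beta-catenin signal ratio, % activation | Assay system: Human HeLa cell line | Times: 24 h compound exposure at 37°C, 5% CO2 | Signal: Fluorescence imaging of beta-catenin antibody stain plus DAPI | Dosing: 5 µM primary, 0.02–20 µM confirmation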
Ins promoter up = insulin promoter activators in MIN6 cells, imaging, high-content screening, mouse beta cells; MIN6 insulin promoter-GFP reporter; stronger effect = higher value; z-score at 5 µM; 190,000 tested, 0.3% active;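 active = z-score above 3 at 5 µM with at least 500 cells counted in the well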
Dynein transport cytoplasmic EGFP = also measured in Dynein transport; calls as there; z-score; measured here: cytoplasmic GR-EGFP intensity; stronger effect = higher value
Dynein transport nuclear GR-EGFP = also measured in Dynein transport; calls as there; z-score; measured here: nuclear GR-EGFP intensity;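 lower value marks the stronger effect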
Dynein transport cell count = further read-out of Dynein transport, marked with its call; z-score; measured here: cell count per field
Ins promoter up cell count = second read-out of Ins promoter up, no call of its own (marks repeat the call); cell count; measured here: cytotoxicity, nuclei count;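 total cells summed across four imaged fields per well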
b-catenin transl cell count 5 µM = also measured in b-catenin transl; calls as there; cell count; measured here: cell count, cytotoxicity flag
MT stabilizer Hoechst-high % = also measured in MT stabilizer; calls as there; % Hoechst-high responders; measured here: nuclear condensation Hoechst responders;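 share of cells brighter than vehicle mean plus two SD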
MT stabilizer cytotoxicity % = recorded beside MT stabilizer, whose call it bears; toxicity, %; measured here: cytotoxicity by cell density;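 0% = mean cell density of plate MIN control wells and 100% = no cells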
Autophagy HCS cell loss 18 h = second read-out of Autophagy HCS, no call of its own (marks repeat the call); toxicity, %; measured here: cell loss, nuclei count;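 cell loss after 18 h compound exposure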
Active calls of the source: *; i = inactive; / = not tested or not shown. Not all compounds are listed. The share of hits here may be higher or lower than overall.

SMILES	P. falciparum M17LAP	HEK293 NOD2/NF-kB	Autophagy HCS	Autophagy HCS cell loss 18 h	NOD1 NF-kB reporter	Yfh1-depleted yeast	MT stabilizer	MT stabilizer Hoechst-high %	MT stabilizer cytotoxicity %	Dynein transport	Dynein transport cytoplasmic EGFP	Dynein transport nuclear GR-EGFP	Dynein transport cell count	b-catenin transl	b-catenin transl cell count 5 µM	Ins promoter up	Ins promoter up cell count
CC(OC(=O)c1ccc(Cl)nc1)C(=O)NC(C)(C)C (stereo not given)	3.7%	8.6%	i	-0.5	-19.3%	i	2.1	2.2	12.6	0.278	-0.204	0.164	-0.229	-1.8	1093	0.05	1311
CCCn1c(Sc2nnnn2-c2ccccc2)n[nH]c1=O	1.9%	5.4%	i	0.8	1.5%	i	2.5	3.0	4.5	-0.795	-0.197	-0.266	0.932	-4.0	997	-0.2	1435
O=C(CCN1CCOCC1)N1CCc2c([nH]c3ccccc23)C1c1cccc(Cl)c1 (stereo not given)	11.7%	-4.7%	i	20.4	-7.9%	i	3.7	3.5	4.9	-0.277	-0.179	-0.164	0.267	-2.6	974	/	/
COc1ccccc1CCc1nnc(CCC(=O)NC(C)Cc2cccnc2)o1 (stereo not given)	-2.9%	2.7%	i	-3.2	-52.0%	i	3.0	3.6	3.3	0.751	-0.278	0.162	-0.89	-1.1	1046	0.1	1456
COC(=O)C(C#N)C(=C1C(=O)CC(C)(C)CC1=O)c1ccc(O)cc1 (stereo not given)	15.9%	7.9%	i	0.4	-20.4%	i	2.5	1.1	0.2	-1.02	0.707	-0.111	0.273	-1.8	1062	0.15	1254
CN(C)S(=O)(=O)N(CC(=O)N(Cc1ccccc1)Cc1ccccc1)c1ccccc1	-15.4%	-22.8%	i	-3.4	-3.0%	i	1.7	1.5	6.2	0.674	-0.0956	0.449	-0.481	-2.9	1123	-0.24	842
O=C(NCc1n[nH]c(=S)n1-c1ccc(Br)cc1)c1cccs1	16.3%	7.8%	i	2.8	-15.4%	i	2.4	1.6	1.5	0.571	-0.35	0.172	0.69	-0.3	1109	-0.14	1327
C(#CC12CC3CC(CC(C3)C1)C2)CN1CCOCC1	-0.1%	-0.5%	i	2.1	-14.3%	i	2.2	2.3	6.7	0.75	-0.238	-0.00495	-2.04	-1.3	1135	-0.65	1213
COc1cc(C(=O)OCCN2CCOCC2)ccc1O	20.6%	8.7%	i	3.3	11.8%	i	6.2	4.0	8.3	0.756	-0.0633	0.637	0.231	0.5	1151	/	/
C=CCOC(=O)c1[nH]c2c(c1C)C(=O)CC(c1ccco1)C2 (stereo not given)	8.8%	-11.7%	i	48.1	-27.1%	i	10.8	43.4	58.7	0.412	-0.113	0.391	0.279	88.6*	436*	0.63	1164
Cc1ccc(S(=O)(=O)N2CCC(C(=O)N[C@@H](C)C(=O)NCC3CCCO3)CC2)cc1 (stereo not given in full)	5.8%	-1.3%	i	4.2	-5.5%	i	4.5	1.8	7.2	0.364	-0.246	0.525	0.383	-1.7	1087	0.13	1928
COCCNC(=O)c1sc2ncn(CC(=O)Nc3ccc(C)c(Cl)c3)c(=O)c2c1C	14.8%	3.5%	i	-3.0	-8.1%	i	2.5	1.8	8.2	-0.868	-0.288	-0.375	-0.369	-0.7	1138	0.92	1179
CSCCC(C(=O)OCC(=O)c1ccc(C)c(C)c1)N1C(=O)c2cc(Cl)c(Cl)cc2C1=O (stereo not given)	-2.8%	2.9%	i	-0.1	-19.4%	i	2.4	1.6	5.3	-0.549	-0.379	-0.204	0.591	-4.7	1248	-0.56	955
CCN(CC)c1ccc(/C=C(\C#N)C(N)=S)cc1	9.6%	-42.9%	/	/	-14.8%	i	/	/	/	1.51	-0.115	0.634	-1.74	-0.8	1278	-0.34	1174
Cc1noc(C)c1CSc1ccccc1C(=O)N1CCN(c2ccccc2)CC1	2.5%	5.4%	i	-7.4	-6.4%	i	2.9	1.2	6.6	-0.57	-0.193	0.0486	-0.605	-1.7	1225	-0.98	1070
COc1cccc(NC(=S)NN=C2CCCCCC2)c1	26.2%	-46.3%	i	1.1	-40.1%	i	2.0	1.2	1.0	0.133	-0.333	-0.538	1.32	-1.5	1114	-0.26	1094
CN(C)c1nc(N(C)C)nc(N(C#N)CN2C(=O)c3ccccc3C2=O)n1	-7.5%	5.2%	i	1.3	-13.4%	i	7.0	0.9	10.6	-0.47	-0.146	-0.298	-0.401	1.2	1059	-0.21	1350
O=C(Nc1ccccc1N1CCOCC1)C1(c2ccc(Cl)cc2)CCC1	0.7%	-12.2%	i	5.0	-18.6%	i	1.8	1.0	4.9	-0.113	-0.375	-0.53	0.693	-1.3	1141	-0.81	1318
O=C(NCC(=O)N(c1cccnc1)C(C(=O)NC1CCCC1)c1ccc(F)cc1)c1ccco1 (stereo not given)	4.7%	7.4%	i	-7.2	-14.6%	i	1.9	2.4	3.8	1.83	-0.0834	1.45	-0.736	3.4	860	0.35	1592
Cc1nn2c(-c3ccc(Cl)cc3)nnc2s1	29.9%	-7.6%	i	3.2	-10.6%	i	2.2	2.3	1.6	1.03	-0.258	1.15	-0.421	-7.6	1015	1.35	1145
O=C(C1=C[C@H](c2ccc(Br)cc2)C[C@H](OCc2ccc(CO)cc2)O1)N1CCOCC1	-2.1%	-25.5%	i	4.4	-6.0%	i	4.3	2.2	1.4	-1.48	-0.305	-0.595	0.669	-2.6	1163	-0.15	1157
CCCCCCN(C(=O)CCCCCN1C(=O)NC(c2cccc([N+](=O)[O-])c2)C(C(=O)OCc2ccccc2)=C1C)C(C(=O)NCCCC)c1ccc(OCC(=O)OC)c(C(=O)OC)c1 (stereo not given)	6.0%	17.1%	/	/	6.2%	i	/	/	/	1.07	-0.764	0.653	-0.456	2.2	1353	0.29	910
CCN(CC)C(=O)N(CC)Cc1ccccc1	2.2%	14.9%	i	8.2	-14.9%	i	2.6	1.1	6.9	0.173	-0.204	0.256	-0.267	0.7	1538	0.1	1599
O=C(CN1C(=O)/C(=C/c2ccccc2F)Sc2ccccc21)NCc1cccnc1	7.6%	16.2%	i	-0.1	59.2%*	i	3.2	2.4	11.4	1.66	-0.174	0.701	-0.991	-0.5	1082	-0.18	1180
CC(OC(=O)c1ccc2ncsc2c1)C(=O)Nc1ncc(Cl)cc1Cl (stereo not given)	9.9%	-4.9%	i	9.9	-12.7%	i	2.8	1.7	3.1	0.746	-0.0804	1.35	-1.7	-5.3	570	-5.12	504
Cc1cc2ccccc2nc1SCC(=O)N1c2ccccc2CC1C (stereo not given)	-4.8%	15.3%	i	22.8	-0.6%	i	4.4	2.4	8.8	0.542	-0.217	0.621	1.32	-3.3	1189	-0.02	751
COc1ccc(Br)c(C(=O)N2CCN(S(=O)(=O)c3cccs3)CC2)c1	/	15.8%	/	/	-5.1%	i	/	/	/	-0.457	-0.536	-0.434	-0.299	0.5	1330	-0.07	1108
CN(C)c1nc(NCc2ccccc2)nc(SCC(=O)Nc2ccccc2)n1	1.1%	28.0%	i	-21.2	/	i	1.9	1.0	7.0	-0.115	0.0169	0.425	0.314	-0.6	1431	-0.09	1296
CCCn1nnc(NC(=O)c2ccc(-c3cc(Cl)ccc3Cl)o2)n1	9.7%	-16.7%	i	-4.9	32.3%	i	3.3	3.3	7.4	-0.217	-0.289	-0.093	0.288	0.9	922	0.16	1664
C#CCOCCOCCOCCNc1nc(N2CCN(C(=O)[C@H]([C@@H](C)CC)n3cc([C@@H](N)CO)nn3)CC2)nc(N2CCN(C(=O)[C@H](Cc3cc4ccccc4[nH]3)n3cc([C@@H](N)C(C)CC)nn3)CC2)n1 (stereo not given in full)	3.1%	-5.9%	i	18.3	-3.7%	/	1.2	0.8	7.0	-0.183	-0.261	0.175	-0.671	1.9	1030	-0.03	1550
COC(=O)c1c(C)oc2ccc(NS(=O)(=O)c3cc(OC)ccc3OC)cc12	-12.1%	18.4%	i	-2.3	36.0%	i	4.1	1.6	1.0	-0.0202	-0.195	0.144	0.626	/	/	-0.05	1255
COc1cc(/C=C/C(=O)O)cc(S(=O)(=O)Nc2cccc(SC)c2)c1OC	30.6%	-2.6%	i	-2.3	-19.8%	i	3.4	1.9	11.8	0.91	-0.288	0.136	-0.45	-0.1	960	0.35	1345
COc1ccc(NC(=O)Nc2nc3ccccc3s2)cc1	1.5%	-184.3%	/	/	-12.9%	i	/	/	/	0.171	-0.195	0.0249	-0.131	0.4	1339	-0.85	1075
COc1ccc(CN(Cc2cc3cc4c(cc3[nH]c2=O)OCO4)C(=O)NC2CCCCC2)cc1	-5.4%	-11.2%	i	-4.5	-38.2%	i	4.3	1.2	8.5	2.4	-0.19	1.7	0.978	-2.9	1134	-1.34	1748
COc1ccc(CN(CC2CCCO2)C(=O)c2cc3ccccc3oc2=O)cc1 (stereo not given)	0.6%	14.8%	i	8.8	-31.5%	i	2.7	1.4	5.2	-0.751	1.22	-0.412	0.267	2.2	1059	-0.29	1120
